Bioassay records deposited in PubChem BioAssay by several laboratories.
PAD4 FP inh – PAD4 (human) enzyme inhibition. Q9UM07. recombinant PAD4, RCA probe fluorescence polarization. inhibition, % at 6.36 µM. 0.41% of 330,000 active. AID 485272;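 active = percent inhibition above a cutoff equal to the mean of all tested compounds plus 3 SD, cut at about 15% in these data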;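 also: 0% = PAD4 with RCA probe and DMSO and 100% = probe without PAD4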
GLD-1 RNA inh – GLD-1-TGE RNA interaction inhibition (C. elegans). Q17339. purified GLD-1 + fluorescein TGE RNA, fluorescence polarization. inhibition, % at 5.96 µM. 0.44% of 320,000 active. AID 2280;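 active = percent inhibition above a per-plate cutoff, the plate mean of test compounds plus 3 SD, cut at about 30% in these data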;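 also: 0% = DMSO wells with GLD-1 and probe and 100% = wells lacking GLD-1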
TPT1 inh – inhibitors of Candida albicans tRNA 2'-phosphotransferase TPT1; recombinant caTPT1, FP RNA substrate dephosphorylation; inhibition, % at 5 µM; 0.81% of 300,000 active;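 active = inhibition above the mean of all tested compounds plus 3 SD, set per screening campaign, cut at about 24% in these data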;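 also: plate controls were DMSO alone for no effect and ferristatin control at 100 nM for full effect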
MCL1 BIM primary – disrupts human MCL1 binding to BIM-BH3 peptide; Q07820; GST-MCL1 / FITC-Bim-BH3 fluorescence polarization; inhibition, % at 10.9 µM; 0.68% of 320,000 active; AID 2057;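 active = inhibition above the mean inhibition of all tested compounds plus 3 SD, set per campaign, cut at about 40% in these data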;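 also: 0% = DMSO wells and 100% = unlabeled Bim-BH3 peptide control; higher means more loss of mP so more displacement of Bim peptide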
Target sequence (Q07820 whole entry, looked up): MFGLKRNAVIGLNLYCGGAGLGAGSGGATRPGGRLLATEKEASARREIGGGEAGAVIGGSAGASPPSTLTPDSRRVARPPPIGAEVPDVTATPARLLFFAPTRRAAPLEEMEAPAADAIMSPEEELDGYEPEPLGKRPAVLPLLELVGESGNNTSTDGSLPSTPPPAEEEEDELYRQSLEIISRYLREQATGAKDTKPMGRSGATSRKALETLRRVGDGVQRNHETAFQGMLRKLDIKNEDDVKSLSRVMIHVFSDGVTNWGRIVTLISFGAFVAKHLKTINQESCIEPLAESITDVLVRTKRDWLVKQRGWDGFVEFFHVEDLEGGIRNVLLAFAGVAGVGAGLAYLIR
BCLXL inh – Bcl-xL (human) inhibition; Q07817; GST-Bcl-xL / FITC-Bim BH3 peptide fluorescence polarization; inhibition, % at 10.9 µM; 0.7% of 320,000 active;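 active = inhibition above the mean of all tested compounds plus 3 SD, cutoff set per campaign, cut at about 30% in these data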;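 also: 0% = DMSO wells and 100% = unlabeled Bim-BH3 peptide competitor; inhibitors lower millipolarization by displacing the labeled peptide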
Target sequence (Q07817 whole entry, looked up): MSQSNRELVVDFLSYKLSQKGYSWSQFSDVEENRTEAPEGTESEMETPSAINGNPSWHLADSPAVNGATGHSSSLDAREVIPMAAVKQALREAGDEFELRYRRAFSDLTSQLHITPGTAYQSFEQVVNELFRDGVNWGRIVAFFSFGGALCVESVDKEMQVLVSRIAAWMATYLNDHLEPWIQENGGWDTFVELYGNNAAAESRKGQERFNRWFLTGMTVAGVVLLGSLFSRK
GSTO1 inh – GSTO1 inhibition, counter-screen for RBBP9 inhibitors | P78417 | recombinant GSTO1, activity-based probe fluorescence polarization | inhibition, % at 5.96 µM | 1.1% of 300,000 active | AID 1974;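 active = inhibition above the campaign mean inhibition plus 3 SD, cut at about 35% in these data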;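 also: 0% = GSTO1-1 with DMSO and 100% = wells lacking GSTO1-1 enzyme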
Fam108B inh – counter-screen for RBBP9 inhibitors: inhibitors of mouse Fam108B. inhibition, % at 9.51 µM. 0.33% of 300,000 active. recombinant Fam108B, FP-Rh probe fluorescence polarization. AID 1947;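 active = inhibition above the screen mean inhibition plus 3 SD, computed separately per campaign, cut at about 18% in these data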;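 also: inhibitors lower polarization as less probe binds the enzyme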
PME-1 primary – blocks human protein phosphatase methylesterase 1 | inhibition, % at 5.9 µM | 0.53% of 320,000 active | AID 2130 | Q9Y570 | recombinant PME-1, FP-Rh probe fluorescence polarization;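 active = inhibition above the campaign mean of all compounds plus 3 SD, cut at about 26% in these data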;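 also: competitive labeling of PME-1 active site by serine hydrolase directed probe; 0% = PME-1 with DMSO and 100% = wells lacking PME-1 enzyme; inhibitors block probe labeling so polarization falls and inhibition rises; many of its hits are not listed in these tables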
MEX-5 binding – C. elegans MEX-5 TCR-2 RNA binding activity; Q9XUB2; MEX-5/FITC-TCR2 RNA binding, fluorescence polarization; hits give low values; activity score (negative = inhibition of binding), % at 10 µM; 0.38% of 300,000 active; AID 1832;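 active = inhibition past about -25% in most replicates, and total fluorescence under double the plate's negative control median, limit read from the data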;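 also: 0% = DMSO and -100% = 5 µM competing unlabeled TCR2 RNA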
Target sequence (Q9XUB2 whole entry, looked up): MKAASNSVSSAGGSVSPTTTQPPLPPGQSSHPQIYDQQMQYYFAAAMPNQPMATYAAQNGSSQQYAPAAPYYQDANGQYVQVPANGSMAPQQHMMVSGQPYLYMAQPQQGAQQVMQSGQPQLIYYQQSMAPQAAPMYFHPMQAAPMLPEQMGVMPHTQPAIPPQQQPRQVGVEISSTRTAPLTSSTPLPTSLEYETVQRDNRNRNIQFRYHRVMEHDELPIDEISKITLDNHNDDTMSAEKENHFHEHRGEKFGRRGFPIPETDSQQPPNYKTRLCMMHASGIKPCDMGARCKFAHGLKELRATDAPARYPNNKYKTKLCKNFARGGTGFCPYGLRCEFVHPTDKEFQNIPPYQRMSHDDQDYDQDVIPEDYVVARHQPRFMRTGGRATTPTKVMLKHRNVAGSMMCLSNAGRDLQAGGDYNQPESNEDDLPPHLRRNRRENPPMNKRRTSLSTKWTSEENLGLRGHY
The depositor's hits bear a star; · = no result given.

SMILES	PAD4 FP inh	GLD-1 RNA inh	TPT1 inh	MCL1 BIM primary	BCLXL inh	GSTO1 inh	Fam108B inh	PME-1 primary	MEX-5 binding
CC1CN(C(=S)Nc2cccc(Cl)c2Cl)CC(C)O1 (stereo not drawn)	1	4	1	8	6	2	1	0	0.7
COc1ccc(NC(=O)N(Cc2ccc3c(c2)OCO3)C2CC(=O)N(c3ccc(OC)cc3)C2=O)cc1 (stereo not drawn)	-2	2	-3	5	4	4	0	3	-1.0
O=C(O)CSc1c(-c2ccccc2)[nH]c2ccccc12	-1	-1	0	5	12	0	1	-3	-0.5
CCOC(=O)c1ccc(NS(=O)(=O)CC)cc1	0	3	0	5	-2	-1	3	3	1.2
Cc1cc(C(=O)CN2C(=O)c3ccccc3S2(=O)=O)c(C)n1-c1ccccc1	-1	-3	0	-4	-1	-1	-3	-7	-0.3
O=C(COc1ccc(C(F)(F)F)cc1[N+](=O)[O-])Nc1cccc(C(F)(F)F)c1	-4	-2	-1	-2	-1	3	1	-2	-0.6
O=C(CNS(=O)(=O)c1cccs1)N1CCN(c2ccccc2F)CC1	0	-3	-3	4	2	-4	7	0	2.0
COc1ccc(S(=O)(=O)NC(C)C(=O)Nc2ccc3c(c2)OCO3)cc1OC (stereo not drawn)	-1	-6	1	-1	1	2	-1	7	-1.8
CCC(CC)NC(=O)c1cc2c(C)nn(Cc3ccccc3Cl)c2s1	-5	5	-5	0	3	-2	-5	3	1.9
O=c1[nH]cnc2c1cnn2Cc1ccccc1	-3	3	-1	6	3	-2	3	2	·
CCOC(=O)c1sc(NC(=O)Cc2ccc(C)cc2)nc1C	0	-1	-4	-1	4	2	-2	2	-1.8
CCCSc1ccc2nc(-c3ccccc3)cn2c1	-4	8	3	12	5	-1	1	-4	-2.0
CC1CCN(c2ccc([N+](=O)[O-])cc2C(=O)O)CC1	1	4	-2	2	2	4	1	-7	1.5
O=C(CCn1nnc(-c2cccs2)n1)NC1CCCCC1	0	0	-2	8	1	9	-2	1	0.2
CC1CCN(S(=O)(=O)c2ccc(C(C)C)cc2)CC1	-2	5	-1	6	6	-6	-1	3	0.6
CC(NC(=O)Cc1cccc(C(F)(F)F)c1)c1ccc(F)cc1 (stereo not drawn)	8	7	-1	0	-8	21	2	9	0.0
Cc1ccc(-c2ocnc2C(=O)Nc2ccccc2C(=O)N2CCCC2)cc1	-3	2	-1	-1	-3	1	0	1	-0.5
COCCCNC(=O)c1c(NC(=O)c2cccs2)sc2c1CCCC2	-2	3	-4	1	5	-6	1	6	-0.4
COC(=O)c1cc(NC(=O)Cc2cccs2)cc(C(=O)OC)c1	-3	-4	6	44*	2	7	0	0	-2.8
COC(=O)NC1(C(F)(F)F)NC(=O)N(C2CCCCC2)C1=O (stereo not drawn)	-1	-1	0	9	1	3	-1	-4	2.9

Given in CSV form: entries from further up.
molecule,PAD4 FP inh,GLD-1 RNA inh,TPT1 inh,MCL1 BIM primary,BCLXL inh,GSTO1 inh,Fam108B inh,PME-1 primary,MEX-5 binding
COc1ccc(NC(=O)N(Cc2ccc3c(c2)OCO3)C2CC(=O)N(c3ccc(OC)cc3)C2=O)cc1 (stereo not drawn),-2,2,-3,5,4,4,0,3,-1.0
O=C(O)CSc1c(-c2ccccc2)[nH]c2ccccc12,-1,-1,0,5,12,0,1,-3,-0.5

More structures.
SMILES	PAD4 FP inh	GLD-1 RNA inh	TPT1 inh	MCL1 BIM primary	BCLXL inh	GSTO1 inh	Fam108B inh	PME-1 primary	MEX-5 binding
COc1ccccc1N1CCN(CC(=O)NC(=O)NCc2ccco2)CC1	0	-2	-4	-8	1	1	8	-6	3.0
Cc1ccc(NC2CCCN(C(=O)CN3C(=O)c4ccccc4C3=O)C2)cc1C (stereo not drawn)	-1	11	1	7	6	-1	1	2	-0.2
COC(c1ccccc1)c1nnc(CCC(=O)NCCC(C)C)o1 (stereo not drawn)	0	0	1	14	7	18	4	0	-4.3
Oc1c(C(c2ccccc2)N2CCc3ccccc3C2)sc2ncnn12 (stereo not drawn)	6	3	-2	2	8	-4	5	-2	-1.2
Cn1c(=O)c(/C=C/c2ccccc2)nc2ccccc21	-2	41*	-6	41*	35*	5	-5	-6	-2.3
CCCCn1cc([N+](=O)[O-])nc1C	1	-1	-2	14	5	-4	-1	2	-1.8
CSc1ccccc1OCc1cc(C(=O)N(C)Cc2nonc2C)no1	-8	0	-3	0	2	2	4	-1	3.7
O=C(Nc1nnc(-c2ccncc2)s1)Nc1ccccc1F	3	2	-4	4	1	-18	2	-169	-3.3
CCn1c(=O)c(=O)n(CC)c2cc(S(=O)(=O)Nc3cc(C)ccc3C)ccc21	0	2	2	-1	2	-3	2	14	2.0
Cc1ccc2nc(-c3ccc(NC(=S)NC(=O)C(C)C)cc3)sc2c1	1	3	0	6	2	-5	-6	-12	-1.4
O=C(CCCn1cnc([N+](=O)[O-])n1)Nc1cccc2ccccc12	-9	1	2	1	3	-2	-5	-4	-2.5
Cn1nc2c(c1C(=O)O)CCCC2	3	1	2	0	3	-4	0	-5	-2.3
COc1ccc(S(=O)(=O)NCCc2csc(-c3cccnc3)n2)cc1	-1	2	-5	-5	-3	2	4	-5	0.7
CC(C)N(C)Cc1nnnn1CC(=O)NCCc1cccc(C(F)(F)F)c1	1	1	-2	-3	-3	7	1	2	2.6
CCn1ccc(C(=O)NC2=NCCS2)n1	-3	1	-1	-3	0	-2	-3	1	0.4
CCn1c(C)[n+](CC)c2ccc(S(=O)(=O)NC)cc21	-5	-2	-1	-18	-8	-4	-4	2	1.0
CCC(Sc1ncccc1C(=O)O)C(=O)N1CCCC1 (stereo not drawn)	0	7	2	8	3	-1	2	0	2.5
CSCC[C@H](NC(=O)OC(C)(C)C)C(=O)N1CCC(C(=O)N[C@@H](Cc2c[nH]c3ccccc23)C(=O)O)CC1	1	1	0	-1	0	-1	-2	-3	-0.4
Cc1ccc(NCC(=O)c2ccccc2)cc1Cl	-6	0	0	-5	-1	4	-2	0	-1.3
COc1ccc(N(C(=O)Cc2cccs2)C(C(=O)NC2CCCC2)c2ccncc2)cc1OC (stereo not drawn)	-5	7	2	8	0	-1	-1	0	-0.4
Cc1cccc(NC(=O)C2C3C=CC(C4CC34)C2C(=O)O)c1 (stereo not drawn)	-5	5	0	6	4	10	-6	0	-1.1
N#CCCN/N=C(\Cc1nc2ccccc2[nH]1)c1ccccc1	-9	-4	12	-8	-3	3	-2	-9	0.9
N#CC1=C(N)OC2=C(C(=O)CC(c3ccccc3)C2)C1c1cccnc1 (stereo not drawn)	2	2	-1	6	6	7	4	3	-2.8
Cc1ccc(/C=N/n2c(-c3cccnc3)n[nH]c2=S)s1	4	1	-2	-11	-22	-4	-2	1	-1.3
COc1cccc(C(=O)Nc2ccc3ccccc3c2)c1	-1	-3	-5	4	4	1	-3	-2	1.0
COc1cc(/C=C2/C(=O)ON=C2C)cc(Cl)c1O	-3	1	42*	-45	-19	1	-1	-2	50
Cc1[nH]c2c(ccc3cccnc32)c1C	0	2	2	-1	3	8	-1	-1	0.4
Cc1oc(-c2ccccc2Cl)nc1CS(=O)CC(=O)NCCCN1CC(C)CC(C)C1 (stereo not drawn)	3	5	-1	0	3	-4	-1	-1	-4.7
O=C(CSc1nccn1-c1ccccc1)c1ccc(Cl)cc1	-1	-2	-3	-2	-3	6	-1	-2	·
CCN(CCCNC(=O)C1CCN(S(=O)(=O)CC)CC1)c1cccc(C)c1	-6	-5	1	-4	3	-2	0	3	0.7
O=[N+]([O-])c1cccc(/C=N/N2CCN(Cc3ccccc3)CC2)c1	-2	10	-4	1	9	6	-4	4	-1.4
CCC(C)NC(=O)Nc1ccc(F)c(Cl)c1 (stereo not drawn)	-3	8	6	5	0	-6	1	1	-0.7
c1ccc(-c2cncnc2)nc1	-2	1	·	6	1	·	·	-3	·
CC(O)C(C(=O)OCc1ccc([N+](=O)[O-])cc1)N1C(=O)c2ccccc2C1=O (stereo not drawn)	-1	6	3	-2	4	5	-1	1	·
Nc1nonc1-n1nnc(C(=O)N/N=C/c2ccc3c(c2)OCO3)c1-c1ccccc1	-3	1	-2	5	1	-8	-2	-6	2.4
OC1CCCN(Cc2cn(Cc3ccccc3)nc2-c2cc3ccccc3o2)C1 (stereo not drawn)	-6	-2	-2	3	5	3	-5	-4	4.5
Cc1nn(-c2ccccc2)c(Cl)c1C(=O)NCc1cccs1	-1	-1	2	-2	-1	2	1	-2	0.0
O=C(CSc1ccc(-c2ccccn2)nn1)NCc1ccccc1	-2	-8	1	2	3	-8	1	-6	-2.3
C=CCNC(=O)COC(=O)C1CCN(S(=O)(=O)c2ccc3c(c2)OCCO3)CC1	-1	-6	-1	4	5	-2	-1	7	-0.2
Cc1cccc2cc(CN(Cc3ccc4c(c3)OCO4)Cc3nnnn3C3CCCC3)c(=O)[nH]c12	1	5	0	0	4	-4	-10	-4	3.1
Fc1ccc(-n2nnc(-c3cnc4ccccc4c3)n2)cc1	1	-1	1	2	4	-2	2	-6	-2.3
CCCCOc1ccc(C(O)(CCC)CCN2CCOCC2)cc1 (stereo not drawn)	-1	-4	1	-4	-8	2	0	7	-1.8
O=C(C1COc2ccccc2O1)N1CCN(Cc2ccc(Br)cc2F)CC1 (stereo not drawn)	1	3	-2	0	3	2	1	-2	2.9
COc1cc(/C=C2/SC(=S)N(c3ccccc3)C2=O)ccc1Oc1nc(N2CCOCC2)nc(N2CCOCC2)n1	-2	3	3	3	0	-3	-3	-7	-0.5
COc1cc2c(=O)n(CCC(=O)NCC3CCCO3)c(=O)n(CC(=O)Nc3ccc(C)cc3C)c2cc1OC (stereo not drawn)	9	0	-5	0	8	2	-4	-3	2.1
CSc1ccc(S(=O)(=O)NC2CC2)cc1	0	2	1	7	9	-4	-2	-1	0.8
CC(=O)c1cc(F)c(N2CCOCC2)cc1C	-1	7	0	-5	-1	4	3	-4	-1.9
Cc1ccc2[nH]c3c(N4CCOCC4)ncnc3c2c1	1	-8	1	-4	-3	-4	2	7	2.9
C=C(C)Cn1c(SCCCO)nc2c1c(=O)[nH]c(=O)n2C	-5	-2	-9	1	-2	1	-2	-1	-1.0
CC(C)C(=O)NN(C(=O)c1ccccc1)c1ccccc1	-3	1	-3	1	3	3	2	-2	-1.2
CCN(C(=O)COC(=O)/C=C/c1nc2ccccc2s1)C1CCS(=O)(=O)C1 (stereo not drawn)	-3	1	0	4	4	0	-1	4	-1.3
O=C(CN(C(=O)c1csnn1)c1cccc2ccccc12)NCc1ccc(F)cc1	-1	1	-4	-3	-9	-4	0	0	1.5
COc1ccc2c(c1)[nH]c1c(=O)n(Cc3ccncc3)cnc12	-3	-1	0	0	3	-7	-1	0	1.7
OCC1CCCN(Cc2cn(Cc3ccccc3)nc2-c2cc3ccccc3o2)C1 (stereo not drawn)	5	-5	-2	1	5	-3	-1	6	0.0
O=C(NN=C(Cc1ccccc1)Cc1ccccc1)C1CC1	1	1	-1	-2	-6	6	-1	3	-2.4
Cc1nnc(N/N=C/c2ccc(-c3ccccc3F)o2)n1N	25*	-5	-1	6	4	30	3	6	-0.1
CCOC(=O)c1ccc(NC(=O)CCC2COc3ccccc3O2)cc1 (stereo not drawn)	-1	2	-1	-4	-3	-2	-5	-5	-2.8
CCOc1ccc(C(=O)Nc2ccc(N3CCN(C)CC3)cc2)cc1Br	2	0	0	12	1	2	4	-5	1.2

Some of the compounds tested, so the mix of outcomes need not match the whole.
